TRb-SRC2 inh – TRbeta-SRC2 interaction inhibition; P10828; TRbeta-SRC2 peptide binding, fluorescence polarization; receptor liganded with 1 µM T3; Potency, µM (titrated, usually from 106 µM), without a hit: at the top dose activity change, negative = inhibition, hits mostly inhibitors; actives 0.065% (n = 280,000); AID 1469; active = well fitted inhibition curve with a large enough effect; inconclusive = small, poorly fitted or top-dose-only effect, or effect the other way;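 also: plate controls were bound peptide for no effect and peptide without receptor for full effect; nearly all actives have a fitted effect of over 50% in size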
Target sequence (P10828 whole entry, looked up): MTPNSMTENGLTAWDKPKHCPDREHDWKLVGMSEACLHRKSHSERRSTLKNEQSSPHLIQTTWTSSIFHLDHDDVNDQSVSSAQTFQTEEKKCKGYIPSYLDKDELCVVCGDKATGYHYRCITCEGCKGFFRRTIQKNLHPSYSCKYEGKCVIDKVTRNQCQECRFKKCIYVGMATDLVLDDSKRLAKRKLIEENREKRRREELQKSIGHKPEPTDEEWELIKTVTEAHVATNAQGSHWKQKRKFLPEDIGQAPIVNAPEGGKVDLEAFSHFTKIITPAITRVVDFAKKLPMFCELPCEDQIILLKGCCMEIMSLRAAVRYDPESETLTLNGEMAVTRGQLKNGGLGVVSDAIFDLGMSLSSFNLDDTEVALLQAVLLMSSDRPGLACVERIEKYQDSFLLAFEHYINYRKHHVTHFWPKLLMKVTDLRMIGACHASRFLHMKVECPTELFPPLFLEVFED
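A fluorescence polarization screen tested compounds at multiple concentrations against complex formation between 0.6 uM TRb ligand-binding domain and 20 nM Texas Red SRC2 peptide, with 1 uM T3 present; readout after 5 hr.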
TR SRC2 fluor cs – counter-screen for TRb-SRC2 inhibitors: fluorescence interference | TRb/SRC2 Texas Red total fluorescence interference | Potency, µM (titrated, usually from 106 µM), inactives show at the highest dose fluorescence change, negative = quenching | actives 0.29% (n = 280,000) | AID 1479; active = well fitted curve in either direction with a large enough effect; inconclusive = small, poorly fitted or top-dose-only effect
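Flags fluorescent or light-absorbing compounds by total fluorescence, S + 2P, at 555 nm excitation and 632 nm emission. Mixture: 20 nM Texas Red SRC2 peptide, 0.6 uM human TRb LBD, 1 uM T3, 5% DMSO; compound exposure 5 h at ambient temperature.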
LMNA splice mod – LMNA splicing modulation | HeLa LMNA splicing GFP/RFP minigene ratio, 48 h | Potency, µM (titrated, usually from 46.1 µM), inactives show at the top dose ratio change, negative = inhibition, hits mostly inhibitors | actives 0.01% (n = 200,000) | AID 1487; active = well fitted inhibition curve with a large enough effect in the signal ratio, with a control signal flat, not every such curve was filed as active; inconclusive = small, poorly fitted or top-dose-only effect, or effect the other way, or a change in a side signal; the % refers to the signal ratio
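Read-out is the ratio of GFP to DsRed2 object intensity, acquired by 488 nm laser-scanning cytometry on HeLa lamin A-EGFP minigene reporter cells. Compound incubation 48 hrs at 37 °C in Opti-MEM with 2% FBS; DMSO 0.5% final.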
* hit, by the source's call; ? = inconclusive; [ ] = dose if it differs, or a comment. Unless noted, % is scaled to controls: 0 for no effect and ±100 for the full control effect; potency is read from the fitted curve at half-maximal effect. This is a subset; the hit share may differ from the screen's.

SMILES	TRb-SRC2 inh	TR SRC2 fluor cs	LMNA splice mod
COc1cccc(NC(=O)Cn2nc(C)c3c(C)n(-c4ccccc4)nc3c2=O)c1	-5%	?	12%[46 µM]
CN1CC(=O)N(CC(=O)Nc2ccc(OC(F)(F)F)cc2)c2ccccc2C1=O	-3%	-6%	-15%[46 µM]
CCc1ccc2ncc3c(-c4ccc(C)cc4)nn(CC(=O)Nc4ccc(C)cc4)c3c2c1	7%	0%	0%[46 µM]
O=S(=O)(Nc1cccc(-c2ccc(N3CCCCC3)nn2)c1)c1cccc(F)c1	-18%	?	?
COC(=O)c1ccc(OCC2c3cc(OC)c(OC)cc3CCN2C(=O)Cc2ccccc2)cc1 (stereo unspecified)	0%	0%	?
Cc1ccccc1-c1nc2cc(NC(=O)COc3ccc(F)cc3)ccc2o1	9%	6%	22%[46 µM]
CC(C)Oc1ccc(CNC(=O)c2ccc3nc(C(C)C)oc3c2)cc1	8%	2%	13%[46 µM]
Cc1ccc(Cl)cc1NC(=O)CSc1nc2ccccc2nc1Cc1ccccc1	0%	-1%	?
COc1cccc(CNC(=O)Cn2c(=O)nc(-c3ccccc3F)c3cc(Cl)ccc32)c1	4%	-1%	-7%[46 µM]
CCOc1ccc(Nc2ncnc3c2nc2n3CCCCC2)cc1	6%	4%	-27%[46 µM]
CC(C)CCNC(=O)c1cc(-c2cccnc2)nc2ccc(S(=O)(=O)N3CCC(C)CC3)cc12	-1%	1%	?
O=C(Nc1ccc(OC(F)(F)F)cc1)NC1COc2ccccc2C1 (stereo unspecified)	-1%	-1%	3%[46 µM]
CC(=O)Nc1ccc(NC(=O)Cn2nc(C(=O)Nc3ccc(C)cc3)ccc2=O)cc1	-3%	?	8%[46 µM]
CCOC(=O)c1c(C)oc2nc(C)nc(NCc3ccc(OC)cc3OC)c12	4%	2%	1%[46 µM]
CCc1nnc(NC(=O)CSc2nccn2-c2ccc(OC)cc2)s1	5%	1%	-4%[46 µM]
CSc1ccc(CCNC(=O)CN2C(=O)c3cccnc3Oc3ccc(Cl)cc32)cc1	4%	7%	16%[46 µM]
O=C(Cc1cccc([N+](=O)[O-])c1)NCc1nc2cccnc2n1Cc1ccc(F)cc1	-13%	?	4%[46 µM]
COc1cccc(NC(=O)CSc2nnc3[nH]c(=O)cc(-c4ccccc4)n23)c1	4%	0%	13%[46 µM]
Cc1ccccc1CNC(=O)C(=O)NCC(c1ccc2c(c1)OCO2)N1CCOCC1 (stereo unspecified)	8%	-3%	-8%[46 µM]
CCc1ccc(NC(=O)C(=O)NCCc2sc(-c3ccc(OC)c(OC)c3)nc2C)cc1	-1%	2%	-9%[46 µM]
Cn1cc(S(=O)(=O)c2ccccc2)c(=O)c2cc(F)c(N3CCCCC3)cc21	3%	-7%	-13%[46 µM]
CCOc1ccc(NC(=O)c2cnc(N3CCCC3)nc2C)cc1	-10%	-1%	7%[46 µM]
Cc1c(NC(=O)Cc2ccc(Cl)cc2)cccc1-c1nc2cccnc2s1	1%	6%	?
Cc1cc(C)c(/C=C/c2onc(C)c2S(=O)(=O)N2CCC(C(=O)N3CCN(c4ccccc4)CC3)CC2)c(C)c1	3%	-4%	?
CCC(=O)N1CCc2cc(CNS(=O)(=O)c3ccc(Br)s3)ccc21	1%	0%	?
Further entries
SMILES	TRb-SRC2 inh	TR SRC2 fluor cs	LMNA splice mod
COc1ccc(-c2cnc(C)o2)cc1S(=O)(=O)Nc1ccc(NC(C)=O)cc1	6%	-1%	?
CCn1c(=O)cc(OCC(=O)Nc2ccccc2Cl)c2ccccc21	-10%	-38%	-6%[46 µM]
COc1cccc2c1Oc1ncccc1N(C(=O)CCC(=O)NCc1ccccc1Cl)C2	8%	-2%	2%[46 µM]
COC(=O)c1sccc1S(=O)(=O)N(CC(=O)NCc1ccc(C)cc1)c1ccccc1	4%	-2%	?
Cc1cc(=O)n(CC(=O)NCc2ccc(OC(C)C)cc2)c2c1c(C)nn2-c1cccc(F)c1	2%	-3%	8%[46 µM]
COc1ccccc1CNS(=O)(=O)c1ccc2c(c1)CC(=O)N2C	-6%	3%	?
CCc1ccc(NC(=O)C2CCN(c3nn4cc(-c5ccc(OC)cc5)nc4s3)CC2)cc1	-2%	5%	10%[46 µM]
COc1ccc(CC(=O)NCc2ccc3c(c2)CCN3C(=O)c2cccc(C)c2)cc1	-3%	-1%	-8%[46 µM]
Cn1ccc2cc(S(=O)(=O)N3CCCN(C(=O)Nc4ccccc4Br)CC3)ccc21	-2%	?	-15%[46 µM]
CCOc1ccc(S(=O)(=O)Nc2cccc(-c3ccc(N4CCC(C)CC4)nn3)c2)cc1	7%	-15%	-1%[46 µM]
COc1ccc(CNC(=O)CCC2N=C3c4ccccc4N=C(SCc4cccc(F)c4)N3C2=O)cc1 (stereo unspecified)	3%	5%	?
Cc1cc(SCC(=O)Nc2ccc(C(F)(F)F)cc2)nc(=O)[nH]1	-7%	0%	?
CC1CCN(S(=O)(=O)c2ccc3c(c2)N(CC(=O)NCCCN2CCCC(C)C2)C(=O)CS3)CC1 (stereo unspecified)	-1%	-2%	-30%[46 µM]
CCOc1ccc(NC(=O)CN2CCN(Cc3ccccc3)S2(=O)=O)cc1	8%	-1%	?
Cc1ccc(-n2nnnc2CNC(=O)c2ccccc2C)cc1C	0%	-3%	-2%[46 µM]
CC1Cc2cc(S(=O)(=O)NCc3ccc(F)cc3)ccc2N1C(=O)C1CCC1 (stereo unspecified)	0%	-37%	?
COc1ccc(-n2cc(C(=O)N(C)c3cc(C)ccc3OC)c3ccccc3c2=O)cc1	1%	-22%	?
CCn1ccc2cc(S(=O)(=O)N3CCCN(C(=O)NCCOC)CC3)ccc21	-3%	0%	-2%[46 µM]
O=C(NCc1ccc(F)cc1Cl)c1cc(=O)[nH]c2ccc(S(=O)(=O)N3CCCCC3)cc12	1%	-2%	6%[46 µM]
COc1cc(C(=O)N(CCCN(C)C)c2nc3c(OC)cccc3s2)cc(OC)c1OC	4%	-18%	0%[46 µM]
Cc1ccc(CNC(=O)CN2CCCN(Cc3ccc(F)cc3)S2(=O)=O)cc1	2%	0%	-1%[46 µM]
CCc1nn2c(=O)cc(COC(=O)c3ccc(NC(=O)COc4ccc(C)cc4)cc3)nc2s1	-3%	-1%	21%[46 µM]
CC1CCN(C(=O)CN2c3ccc(C(C)C)cc3-c3ccccc3S2(=O)=O)CC1	-10%	0%	6%[46 µM]
COc1ccc(NCc2cccn2-c2nnc(N3CCCCC3)s2)cc1OC	10%	-5%	-3%[46 µM]
CC(=O)Nc1ccc(NC(=O)CN2C(=O)CCc3cc(S(=O)(=O)N4CCCCC4)ccc32)cc1	5%	0%	?

By substructure: those above containing a thiophene ring, fused or not
SMILES	TRb-SRC2 inh	TR SRC2 fluor cs	LMNA splice mod
CCC(=O)N1CCc2cc(CNS(=O)(=O)c3ccc(Br)s3)ccc21	1%	0%	?
COC(=O)c1sccc1S(=O)(=O)N(CC(=O)NCc1ccc(C)cc1)c1ccccc1	4%	-2%	?

Carrying on.
SMILES	TRb-SRC2 inh	TR SRC2 fluor cs	LMNA splice mod
O=C(c1cnc(N2CCOCC2)c2ccccc12)N1CCN(c2ccc(F)cc2)CC1	4%	2%	11%[46 µM]
CCOc1ccc(CCNC(=O)C2CCN(C(=O)N3CC(CC)Oc4ccc(C)cc43)CC2)cc1 (stereo unspecified)	2%	?	-16%[46 µM]
Cc1ccc(C)c(NC(=O)C2CCN(c3ncnc4c3nc3n4CCCCC3)CC2)c1	2%	9%	?
CCc1ccc(-c2[nH]c3c(c2-c2c(-n4cccc4)n(C)c(=O)[nH]c2=O)c(=O)[nH]c(=O)n3C)cc1	1%	5%	?
Cc1cccc(NC(=O)CSc2nc3ccc(NC(=O)c4ccco4)cc3s2)c1	12%	5%	?
CCOc1ccccc1C(=O)Nc1nc2c(s1)CC(C)CC2 (stereo unspecified)	-3%	-3%	?
CCOc1ccc(CCNC(=O)CN2C(=O)c3cccnc3Oc3ccc(C)cc32)cc1OCC	-4%	1%	16%[46 µM]
O=C(Nc1ccc2nc(SCC(=O)N3CCOCC3)sc2c1)c1ccc(Br)cc1	2%	3%	5%[46 µM]
CCN(Cc1ccccc1)C(=O)C1CCN(S(=O)(=O)c2ccc3c(c2)CCCN3C(C)=O)CC1	-5%	0%	18%[46 µM]
COc1cccc(NS(=O)(=O)c2cc3c4c(c2)C(C)C(=O)N4CCC3)c1 (stereo unspecified)	-6%	-2%	?
O=C(CCC1N=C2c3ccccc3N=C(SCc3ccc(F)cc3)N2C1=O)NCCc1ccccc1 (stereo unspecified)	5%	4%	?
COc1ccc(CC(=O)NCc2ccc3c(c2)CCN3C(=O)c2ccccc2)cc1OC	2%	2%	14%[46 µM]
CC(C)(C)OC(=O)N1CCC(c2c(C(=O)NCc3ccccn3)cnn2-c2ccccc2)CC1	-5%	-16%	1%[46 µM]
Cc1ccc(C)c(NS(=O)(=O)c2cc3c4c(c2)C(C)C(=O)N4CCC3)c1 (stereo unspecified)	-7%	-1%	28%[46 µM]
CC(=O)N1CCCc2cc(S(=O)(=O)N3CCCC(C(=O)Nc4ccc(C)c(F)c4)C3)ccc21 (stereo unspecified)	-1%	-2%	3%[46 µM]
Cc1ccc(NC(=O)CSc2cn(CC(=O)N3CCCCCC3)c3ccccc23)cc1	-3%	-4%	14%[46 µM]
O=C(Nc1ccc(F)cc1)Nc1nnc(SCC(=O)N2CCCCC2)s1	0%	0%	?
Cc1cc(Cl)ccc1NS(=O)(=O)c1cc2[nH]c(=O)c(=O)[nH]c2cc1C	2%	-22%	9%[46 µM]
CCOc1ccccc1NC(=O)Nc1cc(C(=O)NCc2ccc(C)cc2)ccc1N1CCCC1	1%	-2%	?
COC(=O)c1ccccc1NC(=O)COCc1cc(-c2cccs2)on1	-6%	-2%	9%[46 µM]
Cc1cc(C)cc(-n2ccnc2SCC(=O)Nc2cccc3ccccc23)c1	3%	-2%	-19%[46 µM]
O=C(OCc1cc(=O)n2nc(-c3cccs3)sc2n1)c1ccccc1	-6%	-5%	7%[46 µM]
COc1ccccc1N1CCN(C(=O)c2sc3nc4n(c(=O)c3c2C)CCC4)CC1	-7%	3%	?
COc1ccc(C)cc1N(C)C(=O)c1sc2nc3n(c(=O)c2c1C)CCCCC3	-5%	?	16%[46 µM]
CCN(C(=O)c1cn(-c2cccc(OC)c2)c(=O)c2ccccc12)c1ccccc1C	4%	1%	-1%[46 µM]
Carrying on.
SMILES	TRb-SRC2 inh	TR SRC2 fluor cs	LMNA splice mod
O=C(NCc1ccccc1)C(=O)NCC(c1cccs1)S(=O)(=O)c1cccs1 (stereo unspecified)	-5%	0%	-5%[46 µM]
CCn1ccc2cc(S(=O)(=O)N3CCC(C(=O)NCCc4ccc(C)cc4)CC3)ccc21	0%	-2%	-5%[46 µM]
Cc1cccc(NC(=O)N2CCC(CN3CCc4ccccc4C3)CC2)c1C	0%	6%	4%[46 µM]
CC(C)CCNC(=O)c1ccc2c(c1)NC(=O)C(CS(=O)(=O)Cc1cccc(Br)c1)N2 (stereo unspecified)	-1%	0%	?
COc1cccc(CNC(=O)CSc2nc(=O)[nH]c3c2CCC3)c1	-2%	1%	10%[46 µM]
CSc1ncc(C(=O)N2CCN(c3ccc(Cl)cc3)CC2)c(C)n1	7%	9%	-1%[46 µM]
CCOc1cccc2sc(N(Cc3cccnc3)C(=O)c3ccc(C#N)cc3)nc12	7%	2%	-1%[46 µM]
COc1ccc(Cn2ccc3nc(C)c(C(=O)Nc4ccc(F)cc4)cc3c2=O)cc1	6%	-28%	?
COc1ccc(-c2nc(CSc3nc4ncccc4[nH]3)c(C)o2)cc1OC	-3%	?	-29%[46 µM]
COc1ccc(NC(=O)c2cc(C)nc3c2c(C)nn3-c2cccc(Cl)c2C)c(OC)c1	4%	-25%	?
COc1ccc(-c2cn3nc(N4CCC(C(=O)Nc5cc(Cl)ccc5OC)CC4)sc3n2)cc1	4%	9%	10%[46 µM]

Exported with values under each structure: part of the list above.
Screens in order – TRb-SRC2 inh, TR SRC2 fluor cs, LMNA splice mod
COc1ccc(-c2nc(CSc3nc4ncccc4[nH]3)c(C)o2)cc1OC
 : -3%, ?, -29%[46 µM]
COc1ccc(Cn2ccc3nc(C)c(C(=O)Nc4ccc(F)cc4)cc3c2=O)cc1
 : 6%, -28%, ?

Record cards, from the list above.
Entry for `O=C(NCc1ccccc1)C(=O)NCC(c1cccs1)S(=O)(=O)c1cccs1` (stereo unspecified) = TRb-SRC2 inh = -5%; TR SRC2 fluor cs = 0%; LMNA splice mod = -5%[46 µM]
Entry for `CSc1ncc(C(=O)N2CCN(c3ccc(Cl)cc3)CC2)c(C)n1` = TRb-SRC2 inh = 7%; TR SRC2 fluor cs = 9%; LMNA splice mod = -1%[46 µM]

Bioassay records (PubChem)
